FLuc modulator: qHTS profiling assay for firefly luciferase inhibitor/activator using purifed enzyme and Km concentrations of substrates (counterscreen for miR-21 project); Luciferin 4-monooxygenase (Photinus pyralis), P08659; purified FLuc, Km substrates, luminescence inhibition; Potency, µM (titrated, usually from 57.5 µM), without a hit: at the top dose activity change, negative = inhibition, hits mostly inhibitors; hit rate 6.9% among 360,000; AID 588342, 2011;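 further: potency means the concentration at half of the fitted maximal effect; plate controls were vehicle for no effect and reference inhibitor for full effect; nearly all actives have a fitted effect of over 55% in size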
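Biochemical qHTS of compounds, final roughly 60 µM downward over six points, against 10 nM purified firefly luciferase using Km concentrations of substrates (10 uM D-luciferin, 10 uM ATP) in Tris acetate pH 7.5 buffer; luminescence output.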
Coupling enz: qHTS Assay for Inhibitors of Fructose-1,6-bisphosphate Aldolase from Giardia Lamblia: Coupling assay counterscreen. coupling enzyme system counterscreen, AmpLite Red fluorescence. activity change, negative = inhibition, % at 58.2 µM, hits read low. hit rate 0.67% among 290,000; in the data active means activity change below about -30%; further: on the % scale 0 is the no-effect control and ±100 the full control effect
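Final compound at 57.5 uM, incubated 10 min at RT with coupling enzyme reagent (glyceraldehyde-3-phosphate), then 20 min with substrate and AmpLite Red detection. Fluorescence read at 525/598 nm; tests interference with the coupling assay, not aldolase inhibition.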
Rab9 promoter act: qHTS Assay for Rab9 Promoter Activators. Huh7 Rab9 promoter-luciferase reporter, luminescence, 24 h. Potency, µM (top dose mostly 9.22 µM), without a hit: at the top dose activation, negative = inhibition, usual class: activators. AID 485297, 2010. hit rate 2.8% among 320,000; further: potency means the concentration at half of the fitted maximal effect; % of control where 0% means no effect; nearly all actives have a fitted effect of over 60% in size
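Luminescence from Amplite-detected luciferase (10 minutes, ambient) reports Rab9 promoter activation. Before that, stable Rab9-luciferase Huh7 cells (1500/well, reduced-serum OP-MEM I plus 10% FBS) were exposed to compound for 24 hours at 37C.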
Giardia killer: Small Molecules that selectively kill Giardia lamblia: qHTS; hit rate 0.15% among 340,000; Giardia lamblia trophozoite viability; activity change, % at 7.66 µM, hits read low; in the data active means activity change below about -80%; inconclusive means between about -30% and that limit;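 further: parasites exposed to compound for two days anaerobically before the ATP read; on the % scale 0 is the no-effect control and ±100 the full control effect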
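Anaerobic 48 hrs incubation at 37 deg C of 100 trophozoites/well with test compounds; ATPLite 1-Step luminescence, 15-30 min RT, reports cellular ATP as viability.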
RORg inh: qHTS for inhibitors of ROR gamma transcriptional activity | hit rate 5.4% among 310,000 | AID 2551, 2010 | Potency, µM (highest dose often 53.6 µM), inactives show top-dose activity change, negative = inhibition, most hits filed as inhibitors | Drosophila S2 Gal4-RORgamma UAS-luciferase reporter, 20 h; further: potency means the concentration at half of the fitted maximal effect; on the % scale 0 is the no-effect control and ±100 the full control effect; nearly all actives have a fitted effect of over 60% in size
Target sequence (P51450 whole entry, looked up, the tested form may be a part): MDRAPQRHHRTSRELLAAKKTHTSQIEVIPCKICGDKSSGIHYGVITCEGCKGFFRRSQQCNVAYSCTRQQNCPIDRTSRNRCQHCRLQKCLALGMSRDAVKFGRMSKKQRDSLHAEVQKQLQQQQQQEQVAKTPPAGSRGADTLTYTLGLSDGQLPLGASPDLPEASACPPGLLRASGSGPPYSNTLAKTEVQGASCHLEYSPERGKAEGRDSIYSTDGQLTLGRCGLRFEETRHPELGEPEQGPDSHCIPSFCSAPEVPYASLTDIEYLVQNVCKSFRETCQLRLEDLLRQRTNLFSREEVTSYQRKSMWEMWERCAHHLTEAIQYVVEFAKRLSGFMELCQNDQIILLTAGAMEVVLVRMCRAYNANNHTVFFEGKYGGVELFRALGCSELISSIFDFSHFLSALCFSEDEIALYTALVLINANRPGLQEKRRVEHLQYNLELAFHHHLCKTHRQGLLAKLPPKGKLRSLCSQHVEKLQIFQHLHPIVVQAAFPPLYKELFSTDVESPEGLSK
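Using a luciferase readout, inhibitors were identified by reduced reporter activity in Drosophila cells coexpressing a copper-inducible Gal4–ROR gamma fusion and UAS-driven Photinus luciferase, incubated 20 hr after 700 uM copper sulfate.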
uPA generation: qHTS for Inhibitors of Cell Surface uPA Generation; hit rate 0.31% among 330,000; cell surface uPA generation assay, qHTS; Potency, µM (series often up to 38.3 µM), for the others: at the top dose activity change, negative = inhibition, hits mostly inhibitors; active means well fitted inhibition curve with a large enough effect; inconclusive means small, poorly fitted or top-dose-only effect; inactive means no such curve, though single readings can be large or run the other way; tested in mouse RAW 264.7 cells; further: potency means the concentration at half of the fitted maximal effect; on the % scale 0 is the no-effect control and ±100 the full control effect; nearly all actives have a fitted effect of over 55% in size
NPC1 promoter act: qHTS Assay for NPC1 Promoter Activators. Huh7 NPC1 promoter luciferase reporter, 24 h. Potency, µM (titrated, usually from 9.22 µM), for inactives: top-dose activation, actives largely listed as activators. hit rate 2.4% among 320,000;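 further: potency means the concentration at half of the fitted maximal effect; % of control where 0% means no effect; nearly all actives have a fitted effect of over 60% in size; reporter is driven by a mutant NPC1 promoter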
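Luminescence from an NPC1 promoter-driven luciferase reporter in stably transfected Huh7 cells was measured after 24 h compound treatment at 37 °C, followed by 10 min ambient incubation with luciferase detection reagent.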
KCNH2 3.1 inh: qHTS for Inhibitors of KCHN2 3.1: Mutant qHTS; Potassium voltage-gated channel subfamily H member 2, brain isoform KCNH2 3.1 (human); U2OS KCNH2 3.1, thallium flux FluxOr; stronger effect = lower value; activity change, % (tested at about 1.8 µM); hit rate 0.95% among 340,000; AID 720553, 2013;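 active means maximum activity change below -70%; inconclusive means maximum activity change from -70% to -50%; inactive means maximum activity change above -50%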;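 further: thallium influx rate constant from kinetic fluorescence after stimulation buffer; on the % scale 0 is the no-effect control and ±100 the full control effect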
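Normalized rate constant (relative to positive and negative DMSO controls) derived from a 2 min kinetic fluorescence read after stimulation; U2OS cells expressing the 3.1 isoform via virus at 1.77 x 10^8 /mL.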
ELG1 genotox: qHTS screen for small molecules that induce genotoxicity in human embryonic kidney (HEK293T) cells expressing luciferase-tagged ELG1. HEK293T ELG1-luciferase reporter, luminescence, 16 h. hit rate 1.3% among 330,000. AID 504466, 2011. Potency, µM (highest dose often 46 µM), for inactives: at the highest dose activity change, positive = activation, actives largely listed as activators; further: potency means the concentration at half of the fitted maximal effect; % of control where 0% means no effect; nearly all actives have a fitted effect of over 60% in size
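ELG1-luciferase HEK293T cells, 2,000/well; compound pinned in; 16 hr, 37 °C, 5% CO2; ONE-Glo, 30 min RT; luminescence on CCD imager.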
Tb PFK inh: qHTS Assay to Find Inhibitors of T. brucei phosphofructokinase; Potency, µM (highest dose often 57.5 µM), for inactives: top-dose activity, negative = inhibition, hits mostly inhibitors; T. brucei PFK, ADP-Glo luminescence; hit rate 0.17% among 330,000; ATP-dependent 6-phosphofructokinase (Trypanosoma brucei brucei), O15648;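 further: potency means the concentration at half of the fitted maximal effect; 0% = uninhibited 1x PFK enzyme wells and -100% = no-enzyme wells; nearly all actives have a fitted effect of over 60% in size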
Target sequence (O15648 whole entry, looked up): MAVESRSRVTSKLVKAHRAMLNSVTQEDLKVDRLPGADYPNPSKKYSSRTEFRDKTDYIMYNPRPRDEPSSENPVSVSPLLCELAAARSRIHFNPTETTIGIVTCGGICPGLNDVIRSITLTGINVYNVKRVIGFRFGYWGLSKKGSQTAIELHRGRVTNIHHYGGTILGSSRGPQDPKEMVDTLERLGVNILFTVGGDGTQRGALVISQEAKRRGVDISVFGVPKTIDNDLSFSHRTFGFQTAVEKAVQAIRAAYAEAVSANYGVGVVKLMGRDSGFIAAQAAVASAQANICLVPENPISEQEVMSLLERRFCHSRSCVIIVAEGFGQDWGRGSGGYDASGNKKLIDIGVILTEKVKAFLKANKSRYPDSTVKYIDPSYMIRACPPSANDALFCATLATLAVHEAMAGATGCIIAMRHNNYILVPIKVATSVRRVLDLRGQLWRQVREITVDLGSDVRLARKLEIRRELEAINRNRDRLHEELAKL
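Compounds were pin-transferred as a titration series up to 57 uM into substrate buffer (0.5 mM F6P, 0.1 mM ATP, pH 8.0), then 1.25 nM PFK was added and reactions ran 45 min before ADP-Glo detection.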
VP16 counter: VP16 counterscreen qHTS for inhibitors of ROR gamma transcriptional activity | Drosophila S2 Gal4-VP16 UAS-luciferase, luminescence, 20 h | Potency, µM (doses to about 53.6 µM), for inactives: at the top dose activity, negative = inhibition, usual class: inhibitors | hit rate 3.5% among 310,000 | AID 2546, 2010;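 further: Gal4-VP16 expression switched on by copper sulfate through the metallothionein promoter; potency means the concentration at half of the fitted maximal effect; on the % scale 0 is the no-effect control and ±100 the full control effect; nearly all actives have a fitted effect of over 50% in size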
* = called active by the depositor; u = inconclusive; x = no result given; & = joins results of further samples; [ ] = remark or other dose. Unless noted, the call rests on the fitted dose curve; in most records, active means well fitted curve in the direction sought with a large enough effect; inconclusive means small, poorly fitted or top-dose-only effect, or another doubt; inactive means no such curve, though single readings can be large; an effect the other way counts as inactive or inconclusive. Compounds as they come, and some 14% of all compounds hit somewhere here.

The line under a structure holds: FLuc modulator, Coupling enz, Rab9 promoter act, Giardia killer, RORg inh, uPA generation, NPC1 promoter act, KCNH2 3.1 inh, ELG1 genotox, Tb PFK inh, VP16 counter
O=C(N/N=C/c1cn(Cc2ccccc2)c2ccccc12)c1cc(O)cc(O)c1
    24µM*, -1, -7%, -24, 16%, 10%, -4%, -7, 3%, -7%, 7%
c1ccc(Cc2nnc(N3CCOCC3)c3ccccc23)cc1
    11%, 7, -4%, 11, 19%, -3%, -6%, x, -1%, 1%, -4%
CCOC(=O)c1c(C)oc2c1c1c(c3ccccc32)OCN(CCCC(=O)O)C1
    19µM*, -22, u, 1, -4%, -18%, u, -5, u, 4%, -7%
COc1cccc(C2C3=C(CC(C)(C)CC3=O)OC(N)=C2[N+](=O)[O-])c1 (stereo not given)
    5%, 3, -2%, 6, -20%, 3%, -1%, 1, 0%, 0%, -3%
Cc1occc1C(=O)Nc1ccc(S(N)(=O)=O)cc1
    u, -1, 7%, 6, 7%, 21%, 0%, 17, 2%, -1%, 6%
CC(CCc1ccccc1)NC(=O)c1cccc(F)c1 (stereo not given)
    -2%, 1, 0%, -15, -1%, 5%, -2%, 1, 0%, 3%, 11%
Cc1cc(C)nc(-n2nc(C)cc2NC(=O)c2cccc(S(=O)(=O)N3CCCCC3)c2)n1
    1%, 3, 6%, x, u, x, -3%, x, -1%, 3%, -10%
O=[N+]([O-])c1cccc(-c2n[nH]c(=S)n2-c2ccc(Br)cc2)c1
    -16%, 15, -2%, -6, 10µM*, 3%, -4%, 3, 1%, -1%, 0%
CC(=O)c1sc(NC(=O)C2CCN(c3ncnc4sc(C)c(C)c34)CC2)nc1-c1ccccc1
    7%, x, 3%, -6, x, 20%, -6%, -13, -2%, 1%, x
CN(Cc1ccccc1)C(=O)N1CCOCC1
    0%, 5, 1%, 11, 0%, 16%, -4%, -2, 0%, 0%, 5%
CCc1cc(=O)oc2c3c(cc(OCC(=O)NCc4ccco4)c12)OC(C)(C)CC3
    u, 0, -4%, -21, u, -6%, 1%, 0, 1%, 5%, 4%
CCC(OC(=O)c1ccco1)C(=O)NCc1ccc(C)cc1 (stereo not given)
    -1%, 1, -5%, 8, 2%, 5%, -6%, 12, 2%, 0%, 4%
CC1Cc2cc(S(=O)(=O)N3CCN(c4ccccc4)CC3)ccc2N1C(=O)C1CC1 (stereo not given)
    0%, x, -25%, -1, -6%, 3%, -2%, 0, 2%, -7%, -3%
C=CCOc1cccc(/C=N/NC(=O)CC(=O)NC2CCCCC2)c1
    3%, x, -2%, 17, -8%, 12%, -1%, -16, -1%, 0%, -7%
O=C(c1cccnc1)N(Cc1ccccc1)c1ccccc1
    -1%[2.3 µM], 5, -2%, -2, 5%, x, 1%, -12, 0%, 11%, 7%

Going on with the list:
The line under a structure holds: FLuc modulator, Coupling enz, Rab9 promoter act, Giardia killer, RORg inh, uPA generation, NPC1 promoter act, KCNH2 3.1 inh, ELG1 genotox, Tb PFK inh, VP16 counter
COc1ccc(Cn2c(C)c(C)c(C#N)c2NC(=O)Nc2cccc(Cl)c2)cc1
    7%, -16, 5%, 3, 1%, -5%, 2%, -6, 2%, 0%, -11%
COc1ccccc1C1=NOC(COc2ccc3c(C)cc(=O)oc3c2)C1 (stereo not given)
    u, 1, -27%, 7, 28%, -16%, -5%, 19, 12%, 6%, 3%
C#CCn1c(CCNC(=O)c2ccco2)nc2ccccc21
    0%, 1, -1%, u, 1%, -2%, -5%, -8, 0%, -15%, -5%
O=C(N/N=C/c1ccc([N+](=O)[O-])o1)c1cc2ccccc2o1
    -12%, 0, -34%[inhibitor], -96*, u, 2.5µM*, -10%, 8, -1%, -4%, u
Cc1ccc(CC(=O)OCC(=O)NC2CCCC(C)C2C)cc1C (stereo not given)
    0%, 0, -5%, 40[activator], -12%, 1%, 3%, -18, 1%, 0%, 0%
COc1ccc(OC)c(C(=O)COC(=O)C2CC3CCCC(C2)C3=O)c1 (stereo not given)
    -1%[2.3 µM], 3, 0%, 27, 32%, 0%, -1%, -2, -2%, 1%, -1%
Cc1cc2cc(CN(Cc3ccco3)C(=O)NCc3ccccc3)c(=O)[nH]c2cc1C
    1%, -1, -9%, 8, 44%, 4%, 19%, 4, -7%, -1%, -3%
CCOc1ncccc1C(=O)Nc1cccc(S(=O)(=O)N2CCCCC2)c1
    6%, x, -7%, -4, x, 9%, 0%, 2, 0%, -6%, x
COc1ccc(NC(=O)c2ccc(-n3cccn3)nc2)c(OC)c1
    1%, -1, 0%, -7, -10%, 2%, -2%, 14, 1%, -2%, 0%
COc1cc(CNc2ccc(N3CCOCC3)c(C(=O)O)c2)ccc1OCC(N)=O
    -2%, -1, -5%, 25, -25%, 0%, -3%, -8, u, 2%, -4%
COc1ccc(OC)c2[nH]c(=O)c(CCNC(=O)C3CCCCC3)cc12
    -2%, -5, 1%, 31[activator], -8%, -12%, -5%, -17, 0%, 1%, -20%
Cc1ccc(/C=C/C(=O)Nc2cc(C)on2)cc1
    u, 2, 4µM*, -24, -17%, -6%, 2.5µM*, 6, u, -1%, 0%
Cc1c(NC(=S)NC(=O)c2cccc(Br)c2)c(=O)n(-c2ccccc2)n1C
    -1%, 2, 3%, 17, -8%, 6%, -2%, 14, -2%, -2%, 8%
COc1ccc(-c2ccc(CCC(=O)O)n2NC(N)=O)cc1
    -4%, 4, -3%, 0, -7%, 5%, -5%, 26, 0%, -5%, 3%
COCCOC(=O)c1c(NC(=O)COC(=O)Cc2cccc(OC)c2)sc(C(N)=O)c1C
    3%, x, -3%, -7, -25%, 11%, 1%, -11, 1%, -6%, -3%

Next section.
The line under a structure holds: FLuc modulator, Coupling enz, Rab9 promoter act, Giardia killer, RORg inh, uPA generation, NPC1 promoter act, KCNH2 3.1 inh, ELG1 genotox, Tb PFK inh, VP16 counter
CCCCN(C)Cc1c(C)[nH]c2c(ccc3ccccc32)c1=O
    -3%, 0, -8%, -4, -9%, 2%, 1%, -14, 0%, 4%, 6%
CC(=O)C1=C(C)NC(SCC(=O)c2ccc(-c3ccccc3)cc2)=C(C#N)C1c1cccnc1 (stereo not given)
    u, -2, 1%, x, -21%, x, 3%, x, 3%, 2%, -5%
COc1cccc(C(=O)OCC(=O)NC2CCCc3ccccc32)c1O (stereo not given)
    7%, x, 2%, -6, x, 1%, -1%, -7, 2%, 0%, x
Nc1c(-c2ccc(Cl)cc2)cnn1C1CCS(=O)(=O)C1 (stereo not given)
    3%, 0, -7%, 0, u, -4%, -1%, 3, 3%, 0%, 14%
O=C(OCc1nnc(-c2ccc(Cl)cc2)o1)c1ccncc1
    u, 3, -3%, -12, 39%, 2%, 8%, 28, -2%, 6%, -4%
COc1ccccc1-n1c(C)nc(=O)c(-c2ccccc2)c1C
    7%[2.3 µM], 2, -1%, 24, -9%, -2%, -2%, 4, 0%, -3%, -7%
CC1Cc2ccccc2N1S(=O)(=O)c1cccc(C(=O)OCC(=O)NC2CCS(=O)(=O)C2)c1 (stereo not given)
    -1%, 2, 1%[1.84 µM], -13, 12%, 3%, 6%, -2, -5%, -3%, 4%
Cc1cccc(-n2ncc3c2CCCC3NC(=O)CCN2CCCCO2)c1C (stereo not given)
    1%, 3, 2%, -8, 19%, 1%, -2%, 5, -6%, 3%, -17%
CCN(CC)CCCNC(=O)CCc1c(C)n(CC)c2cc(-c3ccccc3OC)nn2c1=O
    -1%&0%, 3, -6%, -10, -12%, 1%, 3%, 4, -3%, -1%, -12%
CC(=O)NCc1ccc(S(=O)(=O)NC(C)CCc2ccccc2)cc1 (stereo not given)
    -1%, 4, 0%, -13, 25%, 3%, -7%, -9, -1%, -2%, -10%
CCC(NC(=S)NCc1ccc(F)cc1)c1ccccc1 (stereo not given)
    1%, 0, 4%, 32[activator], 3.5µM*, 49%[activator], -2%, -2, -20%, 0%, 3.2µM*
Cc1nc2ccccc2n1CC(=O)N1CC(=O)Nc2ccccc21
    2%[2.3 µM], 3, 4%, 17, -11%, -8%, 0%, 0, 2%, 3%, 12%
Cc1ccc2nc(-c3ccccn3)cc(C(=O)NCCc3ccc(F)cc3)c2c1
    0%, 1, 1%, -18, 10µM*, 18%, -8%, -2, -8%, 1%, -7%
